Source: PubChem BioAssay
Akt phos inh = blocks phosphorylation of Akt; AID 651550; activity change, % for hits at 50 µM; hit rate 0.32% among 360,000; Neuro2A IGF-stimulated pAkt S473 HTRF, 20 min; active compounds read low; in the data active = activity change below about -80%; inconclusive = mostly about -51% to -80%; also: % is scaled to controls: 0 for no effect and ±100 for the full control effect
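Single-point screen (50 µM final compound) in Neuro2A cells stimulated 20 min with 6 nM IGF at 37 deg C. After lysis, Ser473-phosphorylated Akt read by HTRF (ex 330 nm, em 615/665 nm) as the 665/615 ratio.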
Nrf2 inh = Nrf2 pathway inhibition; A549 ARE-Fluc reporter, luciferase luminescence, 18-24 h; Potency, µM (series often up to 46 µM), without a hit: top-dose activity change, negative = inhibition, hits mostly inhibitors; hit rate 2.1% among 360,000; also: potency is read from the fitted curve at half-maximal effect; % is scaled to controls: 0 for no effect and ±100 for the full control effect; nearly all actives have a fitted effect of over 60% in size
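Two sequential reads on A549 ARE_Fluc cells exposed to compound for 18-24 h: a CellTiter-Fluor fluorescence read for viability, then a luciferase luminescence read for Nrf2/ARE activity.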
MmCpn inh = inhibitors of Methanococcus maripaludis chaperonin (MmCpn) | hit rate 0.031% among 330,000 | purified Mm-Cpn ATPase, ADP Transcreener TR-FRET | Potency, µM (doses to about 76.9 µM), without a hit: at the highest dose activity, negative = inhibition, actives largely listed as inhibitors; also: potency is read from the fitted curve at half-maximal effect; % is scaled to controls: 0 for no effect and ±100 for the full control effect; nearly all actives have a fitted effect of over 80% in size
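Quantitative HTS used 25 nM Mm-CPN and 10 uM ATP in magnesium/KCl Tris buffer, pH 7.4, with 1 mM DTT. Hydrolysis ran 30 min at 37°C; ADP was read by HTRF.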
TGFb SMAD3 inh = blocks TGF-b signaling | HepG2 CAGA-GFP TGF-b/SMAD3 reporter, GFP fluorescence, 18 h; TGF-beta stimulated, 500 pg/mL final | Potency, µM (doses to about 46.1 µM), inactives show at the top dose activity, negative = inhibition, usual class: inhibitors | hit rate 1.2% among 410,000; also: potency is read from the fitted curve at half-maximal effect; % is scaled to controls: 0 for no effect and ±100 for the full control effect; nearly all actives have a fitted effect of over 65% in size
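Using HEPG2 CAGA-GFP reporter cells at 1000 cells/well, we pinned test compounds, stimulated with recombinant TGF-beta (500 pg/mL final) and measured total well GFP after 18 h.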
CCT chaperon mod = changes cytosolic chaperonin activity | purified chaperonin ATPase assay, HTRF ADP detection, 30 min | activity change, % (concentration not given with the values), hits read low | hit rate 0.3% among 360,000 | AID 651819; in the data active = activity change below about -30%; also: % is scaled to controls: 0 for no effect and ±100 for the full control effect
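First, chaperonin was dispensed at 40 nM or 20 nM final depending on batch activity. Next, compounds were pinned at 76 uM and ATP added at 10 uM. After 30 min at 37 °C, ADP detection reagents ran 30 min at ambient temperature.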
S2 tox = reduces viability in counter-screen for ATXN expression inhibitors; S2 cells (HEK-293 line with an ATXN2-luciferase reporter) viability, CellTiter-Fluor protease fluorescence, 24 h; Potency, µM (titrated, usually from 56.7 µM), usual class: cytotoxic; hit rate 0.49% among 400,000; AID 651635; also: potency is read from the fitted curve at half-maximal effect; nearly all actives have a fitted effect of over 40% in size
A549 tox = counter-screen for Nrf2 inhibitors: cytotoxicity in A549 cells. Potency, µM (series often up to 46 µM), for the others: at the highest dose activity change, negative = cytotoxicity, usual class: inhibitors. A549 ARE-Fluc cells, CellTiter-Fluor viability, 18-24 h. hit rate 0.16% among 390,000; also: potency is read from the fitted curve at half-maximal effect; % is scaled to controls: 0 for no effect and ±100 for the full control effect
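A549 ARE-Fluc cells in 5% FBS OPTI-MEM, 5000 cells/well, rested 2 h then exposed to compounds in concentration-response for 18-24 h at 37 °C. Viability by CellTiter-Fluor fluorescence (Ex 405/Em 525) after 30 min; luciferase luminescence (BugLite, 15 min, RT) read afterwards.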
Nrf2 activator = Nrf2 pathway activation | AREc32 ARE-luciferase reporter (MCF7-derived line), luminescence, 24 h | AID 624171 | Potency, µM (doses to about 46.1 µM), inactives show at the top dose activation, usual class: activators | hit rate 0.31% among 410,000; also: potency is read from the fitted curve at half-maximal effect; % of control where 0% means no effect; nearly all actives have a fitted effect of over 65% in size
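Each well held 1000 AREc32 cells, which were incubated with compound for 24 hr at 37 deg C after overnight attachment, and ARE reporter activity was quantified by firefly luciferase luminescence.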
HepG2 viability = counter-screen for TGF-b inhibitors: cytotoxicity in HepG2 cells. HepG2 CAGA-GFP viability, ATP luminescence, 18 h. Potency, µM (titrated, usually from 46.1 µM), for the others: at the highest dose activity change, negative = cytotoxicity, most hits filed as cytotoxic. hit rate 0.76% among 410,000. AID 588856; also: potency is read from the fitted curve at half-maximal effect; some results filed as inactive show a strong effect at the top dose
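CellTiter-Glo luminescence gave cytotoxicity after 18 hours at 37 degrees C. The cells were HepG2 CAGA-GFP in 1% FBS DMEM, stimulated with 500 pg/mL TGF-beta after compound addition. %Activity was normalised to no-cell wells (complete cell-killing) and DMSO (no toxicity), and curves were fitted and classified.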
Starred values were filed as active, the others as inactive; i = inactive; ? = inconclusive; / = not tested or not shown; & = joins results of further samples; [ ] = dose if it differs, or a comment. Unless noted, calls follow the shape of the dose curve; as a rule, active = well fitted curve in the direction sought with a large enough effect; inconclusive = small, poorly fitted or top-dose-only effect, or another doubt; inactive = no such curve, though single readings can be large; an effect the other way counts as inactive or inconclusive. An unsorted share of the library, and some 4.4% of all compounds hit somewhere here.

SMILES	Akt phos inh	Nrf2 inh	MmCpn inh	TGFb SMAD3 inh	CCT chaperon mod	S2 tox	A549 tox	Nrf2 activator	HepG2 viability
COC(=O)c1ccccc1NC(=O)NCC1CCCO1 (stereo not drawn)	i	8%	3%	4%	0.0	i	2%	-0.5%	-7%
CCC(=O)Nc1ccccc1N1CCN(c2ccc(F)cc2)CC1	i	-17%	1%	-3%	2.2	i	14%	-0.4%	-15%
CCOc1ccc(N(CC(=O)Nc2ccc(Cl)cc2)S(C)(=O)=O)cc1	i	/	/	0%	1.1	i	/	5.9%	-21%
CC(Oc1cc2oc(=O)cc(-c3ccccc3)c2cc1Cl)C(=O)NCC1CCC(C(=O)O)CC1 (stereo not drawn)	i	4%	0%	1%	2.0	i	-1%	3.6%	-3%
COc1cccc(NC(=O)Nc2nnc(CC(=O)NCc3ccccc3)s2)c1	i	-15%	0%	-22%	0.1	i	-3%	0.3%	-3%
O=c1c2sccc2n(Cc2cc(=O)n3ccccc3n2)c(=O)n1-c1cccc(C(F)(F)F)c1	/	-11%	/	-5%	/	/	-8%	4.5%	1%
Cc1ncc(CSc2nnnn2-c2ccccc2)c(N)n1	i	-8%	0%	3%	-1.8	i	-3%	0.2%	3%
COc1ccccc1CNCCS(=O)(=O)NCc1ccccc1OC	i	3%	/	-10%	0.0	i	-11%	0.8%	-15%
O=C(CCCCCn1c(=S)[nH]c2ccc(N3CCOCC3)cc2c1=O)NCCc1ccccc1	i	11%	0%	?	2.4	/	5%	4.9%	2%
Cc1ccc(NC(=O)CSCC(=O)Nc2ccc(S(=O)(=O)N3CCCC3)cc2)cc1	i	-8%	1%	-17%	1.4	i	-7%	0.1%	-1%
Cc1cccc(N(C)C(=O)c2cc(S(=O)(=O)N3CCCCC3)c[nH]2)c1	i	-15%&8%	-4%	?	0.7	i	0%&6%	-1.0%&0.6%	0%&-13%
CCCCOc1nc(N2CCOCC2)nc(C)c1[N+](=O)[O-]	i	11%	-1%	2%	1.5	i	0%	-1.0%	3%
COc1ccccc1NC(=O)CCS(=O)(=O)c1cc2c(cc1Cl)NC(=O)CO2	i	22%	2%	6%	1.7	i	7%	0.0%	-6%
CCOCCn1c(CN(Cc2ccccc2)Cc2ccccc2)nc2c1c(=O)[nH]c(=O)n2C	i	13%	-3%	-14%	0.0	i	-1%	-0.9%	0%
CC1=C(C(N)=O)C(c2ccc(Cl)c(Cl)c2)n2ncnc2N1 (stereo not drawn)	i	?	2%	-10%	2.6	i	-1%	0.0%	-6%
O=C1C2C3C=CC(C3)C2C(=O)N1c1ccc2c(c1)OCO2 (stereo not drawn)	i	5%	0%	4%	-1.1	i	-1%	-0.2%	-10%
O=C1CC[C@@H](C(=O)O)N1	i	4%	-2%	32%[activator]	-1.3	i	-1%	0.2%	6%
C[C@@H](C(=O)Nc1ccc2ccccc2c1)[C@H]1C[C@]1(C)[C@H](NS(=O)(=O)c1ccc(-c2ccccc2)cc1)c1ccccc1	i	-8%	-7%	?	-0.8	i	-1%	-0.1%	-7%
CCN1C(=O)N[C@@H](c2ccccc2)[C@@H](C(=O)OC)[C@H]1C	i	-2%	/	-5%	-6.1	i	3%	0.5%	4%
C/C(=N\NC(=O)c1nn(C)cc1Br)c1ccc(NC(=O)c2ccncc2)cc1	i	5%	1%	8%	0.7	i	-8%	0.3%	4%
O=C(NCc1ccccc1)N[C@@H](Cc1c[nH]c2ccccc12)C(=O)O	i	-9%	0%	-22%	-2.1	i	-14%	0.3%	0%
O=C(CCc1ccccc1)NCc1ccccc1	i	13%	2%	12%	0.5	i	15%	3.6%	15%
O=C(/C=C/c1ccc2c(c1)OCO2)Nc1nc2ccccc2s1	i	?	0%	-26%	1.2	i	7%	1.9%[9.22 µM]	2%
COc1ccccc1NC(=O)c1ccc(NC(=O)COC(=O)C2(C)CC2(Cl)Cl)cc1 (stereo not drawn)	i	-14%	-1%	-9%	-8.4	i	6%	-0.3%	-2%
CNC(=O)C[C@H]1C(=O)N(c2ccc(OC)cc2)C[C@@H]1CSC	i	/	/	5%	0.5	i	/	-0.2%	-1%

The closing 3 compounds of the part before open the next one:
SMILES	Akt phos inh	Nrf2 inh	MmCpn inh	TGFb SMAD3 inh	CCT chaperon mod	S2 tox	A549 tox	Nrf2 activator	HepG2 viability
O=C(/C=C/c1ccc2c(c1)OCO2)Nc1nc2ccccc2s1	i	?	0%	-26%	1.2	i	7%	1.9%[9.22 µM]	2%
COc1ccccc1NC(=O)c1ccc(NC(=O)COC(=O)C2(C)CC2(Cl)Cl)cc1 (stereo not drawn)	i	-14%	-1%	-9%	-8.4	i	6%	-0.3%	-2%
CNC(=O)C[C@H]1C(=O)N(c2ccc(OC)cc2)C[C@@H]1CSC	i	/	/	5%	0.5	i	/	-0.2%	-1%
C/C(=N\NC(=O)C1(C)CC1(Br)Br)c1ccc(NC(=O)C2CCC2)cc1 (stereo not drawn)	i	-19%	-1%	?	-0.2	?	-9%	-0.1%	-48%
CCOC(=O)[C@H]1[C@H]2COc3ccc(OC)cc3[C@@H]2N2C(=O)CN(Cc3ccccc3)C(=O)[C@@]12C	i	10%	-1%	0%	-4.4	i	-5%	0.7%	1%
Cc1cccc(NC(=S)N(Cc2ccc(Br)cc2)Cc2ccc(C(=O)O)cc2)c1	i	?	1%	7%	-2.0	i	-9%	-0.8%	3%
Cc1ccccc1/C=N/NC(=O)c1cccnc1	i	5%	-1%	-29%	1.5	i	7%	3.0%	-52%
CCCC(CCC(=O)Nc1ccc(C(=O)OC)cc1)C(=O)O (stereo not drawn)	i	/	1%	19%	-1.8	i	1%	0.4%	1%
Cc1ccccc1-c1nc(SCC(=O)NCc2ccco2)c2c(=O)n(C)c(=O)n(C)c2n1	/	/	/	-4%	/	i	-3%	0.7%	0%
CCNc1nc(NC(C)C)nc(Oc2ccc(/C=N/O)cc2)n1	i	-9%	-1%	2%	0.6	i	-1%	0.5%	-26%
Cc1ccc(NC(=O)CCC(=O)N2Cc3ccccc3Oc3ncccc32)c(C)c1	/	?	/	3%	/	i	2%	-0.8%	0%
COc1ccc(C[C@H]2CN3C(=NC[C@H]3Cc3ccccc3)N2CCNC(=O)CCC2CCCCC2)cc1	i	15%	/	?	-0.9	35µM*	-1%	-5.8%	-103%
O=C(Nc1cccc2ccccc12)c1csc([C@@H]2O[C@H](CO)[C@@H](O)[C@H]2O)n1	i	/	/	2%	-2.1	?	/	5.6%	-17%
O=C(NN=C1CCCCCC1)c1cn(-c2ccccc2)nc1-c1ccccc1	i	2%	-1%	15%	0.4	i	5%	0.3%	-92%
O=C(Nc1ccccc1O)c1cccc(NC(=O)c2ccco2)c1	i	9%	3%	-2%	1.5	i	0%	7.9µM*	2%
CCCCCCSc1cccc(-c2nc3ccc(Cl)cn3c2NCCCC)c1	i	5%	/	-17%	-0.7&1.2	i	2%	-0.2%&6.3%	-16%
O=C(OCC(=O)N1CCOCC1)c1ccc(N2CCOCC2)c([N+](=O)[O-])c1	i	-18%	3%	2%	-1.9	i	-6%	-0.6%	-3%
N#Cc1ccc(-c2nc3ccccc3c(=O)n2O)cc1	i	-12%	0%	2%	1.4	i	0%	9.6%	0%
COc1ccccc1Cc1c(-c2ccc(C#N)cc2)nc2c(C)cc(Br)cn12	i	/	/	-3%	1.8	i	/	5.9%	-1%
Clc1ccc(OCc2cn3ccccc3n2)c2ncccc12	i	?	-5%	10%	-5.0	i	3%	4.6%	0%

Five records picked at random from those above:
SMILES	Akt phos inh	Nrf2 inh	MmCpn inh	TGFb SMAD3 inh	CCT chaperon mod	S2 tox	A549 tox	Nrf2 activator	HepG2 viability
CCOC(=O)[C@H]1[C@H]2COc3ccc(OC)cc3[C@@H]2N2C(=O)CN(Cc3ccccc3)C(=O)[C@@]12C	i	10%	-1%	0%	-4.4	i	-5%	0.7%	1%
Cc1ccc(NC(=O)CCC(=O)N2Cc3ccccc3Oc3ncccc32)c(C)c1	/	?	/	3%	/	i	2%	-0.8%	0%
Cc1ccccc1-c1nc(SCC(=O)NCc2ccco2)c2c(=O)n(C)c(=O)n(C)c2n1	/	/	/	-4%	/	i	-3%	0.7%	0%
Cc1cccc(NC(=S)N(Cc2ccc(Br)cc2)Cc2ccc(C(=O)O)cc2)c1	i	?	1%	7%	-2.0	i	-9%	-0.8%	3%
O=C(NN=C1CCCCCC1)c1cn(-c2ccccc2)nc1-c1ccccc1	i	2%	-1%	15%	0.4	i	5%	0.3%	-92%
